Screening results deposited in PubChem BioAssay by National Center for Advancing Translational Sciences (NCATS).
GCN5L2 inh – qHTS Assay for Inhibitors of GCN5L2; Histone acetyltransferase KAT2A (Homo sapiens), Q92830; GCN5L2 HAT assay, ThioGlo1 CoA-SH fluorescence; Potency, µM (doses to about 58.9 µM), for inactives: at the top dose activity change, negative = inhibition, actives largely listed as inhibitors; 390,000 compounds, 0.21% hits; AID 504327, 2011
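Fluorescence readout, Ex340nm/Em540nm: ThioGlo1 (50uM final) reacts with free CoA thiol released as 20nM GCN5L2 acetylates H3(1-25) peptide (75uM) using acetyl-CoA (70uM). Compound and enzyme sat 15 min beforehand; 20 min room-temperature reaction.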
TDP1 cell noCPT – qHTS for Inhibitors of human tyrosyl-DNA phosphodiesterase 1 (TDP1): qHTS in cells in absence of CPT. DT40 Tdp1-/- hTDP1 cells, no CPT, ATP luminescence, 48 h. Potency, µM (highest dose often 46.2 µM), without a hit: top-dose activity change, negative = growth inhibition, actives largely listed as inhibitors. AID 686978, 2013. 420,000 compounds, 15% hits; note: nearly all actives have a fitted effect of over 55% in size
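Luminescent ATP content (CellTiter-Glo) served as the growth readout. Knockout chicken DT40 cells expressing human TDP1 were exposed to compounds without camptothecin for a minimum 48 hr at 37 °C.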
TDP1 inh – qHTS Assay for Inhibitors of Tyrosyl-DNA Phosphodiesterase (TDP1) | 350,000 compounds, 0.28% hits | AID 485290, 2010 | Potency, µM (highest dose often 130 µM), for inactives: at the top dose activity change, negative = inhibition, actives largely listed as inhibitors | recombinant TDP1, AlphaScreen DNA substrate cleavage | Tyrosyl-DNA phosphodiesterase 1 (Homo sapiens), Q9NUW8; note: nearly all actives have a fitted effect of over 40% in size
Target sequence (Q9NUW8 whole entry, looked up): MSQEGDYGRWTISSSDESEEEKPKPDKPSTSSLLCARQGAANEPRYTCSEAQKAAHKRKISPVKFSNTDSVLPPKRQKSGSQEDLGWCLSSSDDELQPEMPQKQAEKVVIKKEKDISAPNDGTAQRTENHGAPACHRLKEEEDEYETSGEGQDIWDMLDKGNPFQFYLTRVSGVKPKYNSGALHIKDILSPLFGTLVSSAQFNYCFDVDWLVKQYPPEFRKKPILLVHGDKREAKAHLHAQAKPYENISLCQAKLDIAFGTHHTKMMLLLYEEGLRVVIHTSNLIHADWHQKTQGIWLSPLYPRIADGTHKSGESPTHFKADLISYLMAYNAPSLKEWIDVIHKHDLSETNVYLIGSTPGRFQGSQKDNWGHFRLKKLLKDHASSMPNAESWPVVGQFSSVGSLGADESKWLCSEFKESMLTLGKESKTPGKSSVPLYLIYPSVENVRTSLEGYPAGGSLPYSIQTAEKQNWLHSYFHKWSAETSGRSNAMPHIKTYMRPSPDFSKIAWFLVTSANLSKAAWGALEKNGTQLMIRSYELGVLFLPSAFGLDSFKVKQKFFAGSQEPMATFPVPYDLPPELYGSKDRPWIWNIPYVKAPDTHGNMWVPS
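E. coli-derived human Tdp1, 1 nM final. Cpd preinc 15 min RT; substrate 15 nM final, 5 min RT; AS bead mix 10 ug/ml final, 10 min RT. Signal loss = tyrosine-FITC cleavage. No-enzyme wells = max signal.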
Active calls of the source: *; ? = inconclusive; · = not tested or not shown; & = joins results of further samples; [ ] = another dose, or the depositor's remark. Calls come from the whole dose curve; as a rule, active = well fitted curve in the direction sought with a large enough effect; inconclusive = small, poorly fitted or top-dose-only effect, or another doubt; inactive = no such curve, though single readings can be large; an effect the other way counts as inactive or inconclusive. % is set by controls: 0 for no effect and ±100 for the full control effect; potency is the fitted concentration of half-maximal effect.

Molecule | TDP1 cell noCPT | TDP1 inh | GCN5L2 inh
CC(=O)c1ccc(N2CCN(C(=O)c3cn(Cc4ccccc4)nc3-c3cccnc3)CC2)c(F)c1 | 23µM* | 4% | 1%
N#Cc1ccc(OC(=O)c2cnccn2)cc1 | -4% | 0% | -14%
CC1CCCC(NC(=O)C2CC(=O)N(Cc3ccccc3)C2)C1C (stereo unspecified) | 25% | 1% | -10%
COc1ccc(F)c(-c2nc(CN3CCC(c4ccccc4)CC3)c(C)o2)c1 | ? | 4% | -2%
O=c1ccc(NS(=O)(=O)c2ccc(Cl)cc2)cn1Cc1ccc(Cl)c(Cl)c1 | -26% | 0% | 25%
COc1ccc2c(Sc3ccccc3)c(C(=O)NCCCN3CCCCC3)[nH]c2c1 | 18µM* | 9% | 0%
COc1ccc(Cl)cc1NC(=O)CSc1nc(-c2cccs2)cc(C(F)(F)F)n1 | 21µM* | -1% | -7%
Cc1ccc(S(=O)(=O)N(C(=O)c2ccncc2)c2ccc(OC(=O)c3ccncc3)c3ccccc23)c(C)c1 | 3.7µM* | 8% | -6%
CCN(CC(=O)Nc1cccc(OC)c1)CC(=O)Nc1ccc(Br)c(C)c1 | -6% | · | -13%
Cc1ccc(NC(=O)CC(=O)Nc2ccc(C)cc2C)c(C)c1 | 0% | · | 0%
c1ccc(CNc2ccc3ccccc3n2)nc1 | -23% | -10% | -2%
O=C(CSc1cn(CCNC(=O)c2ccccc2F)c2ccccc12)Nc1ccc2c(c1)OCCO2 | 16µM* | 10% | 0%
COc1cccc(N2CCN(C(=O)C3CCCN(S(=O)(=O)c4ccc(Br)s4)C3)CC2)c1 (stereo unspecified) | ? | 8% | -1%
COc1ccc(S(=O)(=O)N2CCN(C(=S)NCCc3ccccc3)CC2)cc1 | -23% | 2% | 0%
COc1ccc(NC(=O)CN2CCN(CC(=O)Nc3ccc(F)cc3F)CC2)cc1 | ? | · | -4%
O=C(NC(Cc1c[nH]c2ccccc12)C(=O)O)c1cccs1 (stereo unspecified) | -17% | -5% | 0%
COc1ccccc1C1OC(=O)CC1C(=O)OC[C@@H]1CCCN2CCCCC12 (stereo partly specified) | -16%[9.04 µM] | 8% | ·
COc1cc(OC)cc(-c2c(C#Cc3ccsc3)c3cc(-c4ccc5c(c4)OCO5)ccc3n2C)c1 | -25% | 1% | -9%
CCOC(=O)CSc1nnc(-c2ccco2)n1-c1ccc(C)cc1 | -2% | 2% | -5%
CCOc1ccccc1NC(=O)Nc1cc(OC)ccc1OC | 1% | -1% | -5%

Going on with the list.
Molecule | TDP1 cell noCPT | TDP1 inh | GCN5L2 inh
COc1cc(CCC(=O)OCC(=O)Nc2ccc(F)c(F)c2F)cc(OC)c1OC | -24% | · | -26%
COc1ccc(CCNC(=O)c2ccc3nc(N4CCOCC4)sc3c2)cc1OC | ? | · | 0%
O=C(N/N=C/c1ccc([N+](=O)[O-])s1)c1cccc(Br)c1 | 10µM* | -13% | -9%
COc1cc(OC)cc(C(=O)Nn2cc(C(=O)Nc3ccc(F)cc3F)c3ccccc3c2=O)c1 | ? | 3% | -8%
CCC(C)NC(=O)Cc1ccc(-c2ccccc2)cc1 (stereo unspecified) | 21µM* | 3% | -20%
CCOc1cc2[nH]c(=O)n(CCCC(=O)NCc3ccc(OC)cc3)c(=O)c2cc1OCC | ? | 4%&2% | -5%&20%
CCOC(=O)c1c(C)[nH]c(C)c1S(=O)(=O)N(C)CC(=O)Nc1ccccc1F | 3% | 1% | -4%
Cc1noc(C)c1CS(=O)(=O)c1ccc([N+](=O)[O-])cc1 | -16% | 3% | 0%
COc1cc2[nH]c(=O)n(CCC(=O)NC3CCCC3)c(=O)c2cc1OC | -16% | 2% | 7%
O=C1CN(C(=O)NCC(=O)N[C@@H](C(=O)O)c2ccccc2)c2ccccc2N1 | 2% | 3% | -1%
NC(=S)c1cnn2c(-c3cccc(C(F)(F)F)c3)ccnc12 | 12% | · | 8%
Cc1nc(C)c(/C(O)=C/c2nc3ccc([N+](=O)[O-])cc3oc2=O)o1 | · | 0% | -17%
O=C(CN1CCN(c2ccc(F)cc2)CC1)Nc1ccc(-n2cnnn2)cc1 | -14% | ? | -1%
NC(=O)c1c(NC(=O)c2ccncc2)sc2c1CCCCCC2 | ? | 6% | -3%
c1cc(CNCC2CCCO2)ccn1 (stereo unspecified) | -13% | 3% | -5%
COc1nc(N/N=C/c2ccc(-c3ccccc3[N+](=O)[O-])o2)nc(N2CCOCC2)n1 | ? | 1% | 0%
Cc1nn(-c2ccccc2)c(OC(=O)c2cccs2)c1S(=O)(=O)c1ccc([N+](=O)[O-])cc1 | -3% | 4% | 1%
O=C(CSc1nnc(Cc2ccccc2)o1)N1CCc2ccccc21 | ? | 8% | 0%
Cc1ccc(NC(=O)CSc2nnnn2-c2cccnc2)c(C)c1 | -21% | · | 0%
Nn1c(SCC(=O)Nc2ccc3c(c2)OCO3)nnc1-c1ccc(Cl)cc1 | -1% | 0% | -11%

The results go on:
Molecule | TDP1 cell noCPT | TDP1 inh | GCN5L2 inh
O=C(c1ccco1)N1CCN(S(=O)(=O)c2cccc(Cl)c2)CC1 | -3% | · | -7%
CCOC(=O)Nc1sc(NS(=O)(=O)c2ccc(C)cc2)nc1C | 0% | -8% | -2%
Cc1ccc2nc(NC(=O)CSc3nc4ccccc4o3)sc2c1 | ? | 4% | -4%
Cc1csc2ncnc(N3CCN(S(=O)(=O)c4cccc(C(F)(F)F)c4)CC3)c12 | 3.7µM* | 2% | -12%
c1ccc(CCn2nnnc2CN2CCCc3ccccc32)cc1 | ? | 2% | -1%
COc1ccc(Cc2nc3ccc(C(=O)NCCn4ccnc4C)cc3o2)cc1OC | -3% | 5%[56.1 µM] | 2%
COc1ccc(-c2csc(NS(=O)(=O)c3ccc([N+](=O)[O-])cc3)n2)cc1 | ? | 8% | 2%
O=C(O)c1cccnc1SCC(=O)N1CCCc2ccccc21 | 3% | · | -2%
COc1ccc(CC(=O)N/N=C/c2cccn2-c2ccc([N+](=O)[O-])cc2)cc1OC | 15µM* | -3% | 8%
FC(F)(F)c1cnc(Oc2ccc(-c3nnco3)cc2)c(Cl)c1 | -9% | -2% | 2%
Cc1ccc2cc(/C=N/NC(=O)[C@@H]3CCCN3)c(Cl)nc2c1 | ? | · | -2%
C[C@@H](CN1C(=O)C(=O)NC[C@@H]1C)NC(=O)CC12CC3CC(CC(C3)C1)C2 | 0% | · | -3%
O=c1[nH]c(-c2ccccc2)c(-c2ccccc2)o1 | 10% | · | -2%
CN1C(=O)/C(=C/c2cn(CC(=O)N3CCCCC3)c3ccccc23)NC1=S | -20% | 2% | -3%
Cn1c(=O)c2cc(S(=O)(=O)NCCC(=O)NC3CCCCCCC3)ccc2n(C)c1=O | -13% | 1% | 2%
Cc1ccc2nc(-c3ccco3)c(Nc3ccc4c(c3)OCCO4)n2c1 | ? | 3% | -2%
COc1ccc(NC(=O)CN(Cc2ccccc2)S(=O)(=O)c2ccc(C)cc2)cc1Cl | ? | 0%[12.3 µM] | -1%
O=c1c2ccccc2n(Cc2cccc(F)c2)c(=O)n1C1CCCC1 | 23µM* | -5% | -8%
Cc1ccc(-c2nnc3c4ccccc4c(C)nn23)cc1S(=O)(=O)N1CCN(CCO)CC1 | 18µM* | 8% | 5%
COCCCNC(=O)COc1ccc(Cl)c(C)c1 | -22% | 4% | 3%

3 entries out of the list, sorted by number of heavy atoms, low to high:
Molecule | TDP1 cell noCPT | TDP1 inh | GCN5L2 inh
FC(F)(F)c1cnc(Oc2ccc(-c3nnco3)cc2)c(Cl)c1 | -9% | -2% | 2%
COc1ccc(NC(=O)CN(Cc2ccccc2)S(=O)(=O)c2ccc(C)cc2)cc1Cl | ? | 0%[12.3 µM] | -1%
Cc1ccc(-c2nnc3c4ccccc4c(C)nn23)cc1S(=O)(=O)N1CCN(CCO)CC1 | 18µM* | 8% | 5%

Part of the list above, showing only TDP1 cell noCPT.
SMILES | TDP1 cell noCPT
COc1ccc(CC(=O)N/N=C/c2cccn2-c2ccc([N+](=O)[O-])cc2)cc1OC | 15µM*
FC(F)(F)c1cnc(Oc2ccc(-c3nnco3)cc2)c(Cl)c1 | -9%
Cc1ccc2cc(/C=N/NC(=O)[C@@H]3CCCN3)c(Cl)nc2c1 | ?
C[C@@H](CN1C(=O)C(=O)NC[C@@H]1C)NC(=O)CC12CC3CC(CC(C3)C1)C2 | 0%
O=c1[nH]c(-c2ccccc2)c(-c2ccccc2)o1 | 10%

Further results.
Molecule | TDP1 cell noCPT | TDP1 inh | GCN5L2 inh
O=C(NCCCn1ccnc1)c1ccc(Br)cc1 | -38% | · | -9%
CCn1c(Cc2ccccc2)nnc1SCc1cccc(C(=O)O)c1 | 5% | 2% | -8%
O=C(Nc1ccccc1)Nn1cnnc1 | 2% | · | -1%
COC(=O)C(CC(C(=O)OC)C(=O)OC)C(=O)OC | -16% | 6% | -1%
CCCc1nnc(NC(=O)c2cc(OC)cc(OC)c2)s1 | -15% | 3% | -3%
Cn1ccnc1SCC(=O)Nc1ccccc1 | -6% | -5% | -5%
O=C(NCc1ccc(Cl)cc1)c1cc(S(=O)(=O)N2CCCCC2)c[nH]1 | ? | 5% | -1%&-8%
CN1CCN(NC(=O)/C=C/c2cccc([N+](=O)[O-])c2)CC1 | -1% | · | -2%
Fc1ccc(-c2cc(-c3ccc(F)cc3)c3c(n2)-c2cc(F)ccc2OC3)cc1 | -21% | 2% | 0%
COc1ccc(NC(=O)/C(C#N)=C/c2ccc[nH]2)c(OC)c1 | 9% | 0% | -6%
c1ccc(Sc2cccc3ccccc23)c(CNC2=NCCN2)c1 | 12µM* | 6% | -20%
COc1ccc(C(=O)Nc2cccc3nc(C)ccc23)cc1OC | -12% | · | -6%
COc1cccc(N2CC(NC(=O)C(c3ccccc3)c3ccccc3)CC2=O)c1 (stereo unspecified) | ? | 3% | -7%
FC(F)C(F)(F)C(F)(F)C(F)(F)c1cc(-c2ccccc2)n[nH]1 | ? | 5% | -15%
O=C(NCc1cn(-c2ccccc2)nc1-c1ccc(F)cc1)c1cccc([N+](=O)[O-])c1 | ? | 0% | -10%
O=c1c(OC2OC(CO)C(O)C(O)C2OC2OC(CO)C(O)C(O)C2O)c(-c2ccc(O)cc2)oc2cc(O)cc(O)c12 (stereo unspecified) | -2% | · | ?
O=C(C1CCC(CNc2c(N3CCCCC3)c(=O)c2=O)CC1)N1CCN(c2ccccn2)CC1 (stereo unspecified) | ? | · | -7%
COc1cc(C(=O)OCC(=O)Nc2c(F)c(F)c(F)c(F)c2F)cc(OC)c1OC | -21% | -4% | -12%
O=C(Cn1[nH]c(=O)c2ccccc2c1=O)OCC(=O)N1CCCc2ccccc21 | -17% | 7% | -2%
Cc1ccc(Sc2ncccc2C(=O)NCc2cc([N+](=O)[O-])ccc2O)c(C)c1 | 9% | 9% | ?

Going on with the list.
Molecule | TDP1 cell noCPT | TDP1 inh | GCN5L2 inh
CCC(C)(C)NC(=S)Nc1ccccc1C | 10% | 6% | -8%
O=C(Cn1cnc2c(nnn2-c2cccc(Cl)c2)c1=O)N1CCCC1 | -21% | 7% | -9%[0.501 µM]
CC(C)[C@H]1CC[C@@H](C)C[C@H]1O | 0% | -6%[56.1 µM] | 6%[0.501 µM]
Cc1ccc(NC(=O)CNC(=O)C2CCCCC2)nc1 | 3% | -1% | -4%
CC(OC(=O)c1cccc(-n2cnnn2)c1)C(=O)Nc1ccccc1F (stereo unspecified) | ? | -8% | -1%
O=C(/C=C\c1ccco1)Oc1cccc2cccnc12 | 0.65µM* | ? | -6%
Cc1ccccc1OCC(=O)Nc1ccc(N2CCN(C(=O)C(C)C)CC2)c(Cl)c1 | 6.5µM* | -1% | 0%
COc1cccc2cc(C(=O)CS(=O)(=O)c3ccc(C)cc3)c(=O)oc12 | ? | 2% | -23%
C/C(CC(=O)Nc1ccc2c(c1)OCCO2)=N\NC(=O)COc1ccccc1C | 1% | -8% | -2%
O=C(O)C1CC(c2cccc(Br)c2)=NO1 (stereo unspecified) | -25% | 3% | -1%
O=C(CSc1nc(-c2ccc(F)cc2)cs1)NC(=O)NCc1ccco1 | -10% | -2% | -1%
COc1ccc(CCNC(=O)CCN2C(=O)C(C)Oc3ccc(C)cc32)cc1OC (stereo unspecified) | ? | 0% | -7%
Cc1cc(-c2nnc(CCC(=O)N(C)CCc3ccccc3)o2)no1 | 10% | 5% | 3%
COc1ccc(C2CC(=O)c3cnc(N4CCc5ccccc54)nc3C2)cc1OC (stereo unspecified) | · | -2% | -13%
CC(C)(C)c1ccc(COn2ccnc2)cc1 | -20% | 0% | 9%
O=C(c1ccccc1F)N1CCN(c2ncccn2)CC1 | 6% | -2% | -20%
CC(=O)c1cccc(NC(=O)CN2C(=O)C3C4C=CC(C4)C3C2=O)c1 (stereo unspecified) | -17% | 6% | 1%

These rows are one share of the data, so the mix of outcomes need not match the whole.
